KB-V1 cytotox: qHTS assay for MDR1-selective chemotherapeutics: Primary screen using the drug-selected MDR subline cells KB-V1 | KB-V1 MDR cells viability, CellTiter-Glo, 72 h | 400,000 tested, 3.4% active | AID 1347076, 2019 | Potency, µM (highest dose often 46.1 µM), inactives show at the highest dose activity change, negative = cytotoxicity, most hits filed as cytotoxic; also: potency is read from the fitted curve at half-maximal effect; % is scaled to controls: 0 for no effect and ±100 for the full control effect; nearly all actives have a fitted effect of over 60% in size
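Compound-treated KB-V1 multidrug-resistant cells, 72 h, 37 degrees C; viability by CellTiter-Glo. Fitted qHTS curves give the values.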
D3 antag: qHTS of D3 Dopamine Receptor Antagonist: qHTS; D3R cells, DiscoveRx beta-arrestin luminescence, antagonist mode; hits give low values; max response, negative = inhibition, %; 360,000 tested, 2.5% active; in the data active = max response below about -50%; inconclusive = no clear call, values can overlap the other calls; also: % is scaled to controls: 0 for no effect and ±100 for the full control effect; mostly tested at two doses, the higher about 12 µM
Target sequence (P35462 whole entry, looked up): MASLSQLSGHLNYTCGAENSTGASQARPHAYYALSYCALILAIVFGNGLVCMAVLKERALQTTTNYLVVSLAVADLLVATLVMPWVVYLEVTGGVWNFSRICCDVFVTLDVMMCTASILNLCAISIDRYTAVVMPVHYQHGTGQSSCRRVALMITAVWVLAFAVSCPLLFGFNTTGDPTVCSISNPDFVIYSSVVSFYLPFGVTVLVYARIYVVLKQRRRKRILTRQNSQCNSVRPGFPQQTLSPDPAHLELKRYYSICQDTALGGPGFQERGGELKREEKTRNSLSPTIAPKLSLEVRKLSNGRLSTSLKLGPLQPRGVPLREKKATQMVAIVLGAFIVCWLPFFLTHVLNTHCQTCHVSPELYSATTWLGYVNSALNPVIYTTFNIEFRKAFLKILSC
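Cells expressing the human receptor were seeded at 1500 cells/well, incubated overnight at 37 degrees C in 5% CO2, then exposed to library compounds with dopamine controls for 90 minutes at 37 degrees C before luminescent detection.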
TDP43 rescue: qHTS of TDP-43 Inhibitors | TDP-43 expressing yeast growth rescue, BacTiter-Glo, 24 h | Potency, µM (titrated, usually from 46.1 µM), without a hit: at the highest dose growth rescue (activation), hits mostly activators | 410,000 tested, 1.8% active; also: potency is read from the fitted curve at half-maximal effect; % of control where 0% means no effect; nearly all actives have a fitted effect of over 50% in size
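Yeast cells expressing TDP-43 under galactose induction are exposed to compounds for 24 hr at 30 deg C. BacTiter-Glo luminescence measures growth, so protective compounds score as activators.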
PTHR1 agonist: qHTS for PTHR1 Agonists: Primary Screen | Parathyroid hormone/parathyroid hormone-related peptide receptor (Homo sapiens), Q03431 | HEK293 GP2 PTHR1 cells, GloSensor cAMP luminescence, 1 h | Potency, µM (titrated, usually from 115 µM), for the others: at the top dose activation, actives largely listed as activators | 410,000 tested, 0.075% active | AID 743266, 2014; also: potency is read from the fitted curve at half-maximal effect; nearly all actives have a fitted effect of over 55% in size; some results filed as inactive show a strong effect at the top dose; inactives centre near -15; many of its hits are not listed in these tables
Target sequence (Q03431 whole entry, looked up): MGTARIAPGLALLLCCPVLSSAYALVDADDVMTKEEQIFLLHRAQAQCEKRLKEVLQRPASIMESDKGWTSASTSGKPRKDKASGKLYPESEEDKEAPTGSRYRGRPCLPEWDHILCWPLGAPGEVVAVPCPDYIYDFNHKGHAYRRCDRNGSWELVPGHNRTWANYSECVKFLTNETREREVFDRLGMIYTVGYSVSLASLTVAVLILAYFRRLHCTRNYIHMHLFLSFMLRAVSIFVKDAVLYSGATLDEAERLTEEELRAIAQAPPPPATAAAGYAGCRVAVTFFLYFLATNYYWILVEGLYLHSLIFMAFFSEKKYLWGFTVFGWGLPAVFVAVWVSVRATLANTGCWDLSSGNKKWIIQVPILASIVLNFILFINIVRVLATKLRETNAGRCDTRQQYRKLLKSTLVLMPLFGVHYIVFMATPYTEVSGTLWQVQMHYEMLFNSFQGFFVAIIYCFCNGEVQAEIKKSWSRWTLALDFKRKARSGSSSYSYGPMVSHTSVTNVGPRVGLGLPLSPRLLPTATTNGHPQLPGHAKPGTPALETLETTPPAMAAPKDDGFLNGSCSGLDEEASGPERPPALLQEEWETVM
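HEK-293-derived GP2 cells expressing PTHR1 and a GloSensor cAMP reporter, 3,000/well, plated overnight, given luciferin plus IBMX (each 0.5 mM as added) for 1 h at 37 °C, then compound for 1 h at 37 °C. Luminescence was read after 15 min at room temperature.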
D3 ag: qHTS of D3 Dopamine Receptor Agonist: qHTS; D3R DiscoveRx beta-arrestin cells, luminescence, 90 min; max activation, %; D(3) dopamine receptor (Homo sapiens), P35462; 410,000 tested, 0.58% active; AID 652048, 2013; in the data active = max activation above about 30%; also: 0% is about no effect; mostly tested at two doses, the higher about 12 µM
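Agonist-mode cell screen: cells plated at 1500/well and incubated overnight at 37 °C, then exposed to library compounds for 90 min at 37 °C. Detection reagent was added for 30–60 min at room temperature, and luminescence was read.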
GLP1R cytotox: qHTS of GLP-1 Receptor Inverse Agonists: Cytotox Screen; HEK293 cAMP-luciferase reporter cells, luminescence, 24 h; Potency, µM (top dose mostly 38.3 µM), without a hit: top-dose activity change, negative = inhibition, usual class: inhibitors; 410,000 tested, 0.13% active; AID 624418, 2012;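 also: loss of luciferase light is scored as toxicity; potency is read from the fitted curve at half-maximal effect; % is scaled to controls: 0 for no effect and ±100 for the full control effect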
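A 23 nL compound transfer followed 12 hours of cell culture at 37 deg C; exposure then lasted 24 hr. Luciferase assay detection reagent was dispensed and plates read for luminescence after a 12 min room-temperature wait.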
GLP1R inv ag: qHTS of GLP-1 Receptor Inverse Agonists (Inhibition Mode). Glucagon-like peptide 1 receptor (Homo sapiens), P43220. HEK293 GLP-1R CRE-luciferase, luminescence, 24 h; GLP-1R form is constitutively active. Potency, µM (series often up to 38.3 µM), for the others: at the highest dose activity change, negative = inhibition, actives largely listed as inhibitors. 410,000 tested, 1.6% active; also: potency is read from the fitted curve at half-maximal effect; % is scaled to controls: 0 for no effect and ±100 for the full control effect; nearly all actives have a fitted effect of over 55% in size
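Inverse agonism was detected as reduced cAMP-driven luciferase luminescence after 24 h compound treatment. The cells were HEK293 clones expressing constitutively active human GLP-1R with the reporter. Reporter-only and GPR119 cell lines served as counterscreen controls.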
aSyn rescue: qHTS of alpha-syn Inhibitors; Potency, µM (doses to about 46.1 µM), for inactives: at the highest dose growth rescue (activation), hits mostly activators; 370,000 tested, 0.14% active; Yeast expressing alpha-synuclein, growth rescue, BacTiter-Glo, 24 h; AID 652106, 2013; also: potency is read from the fitted curve at half-maximal effect; % of control where 0% means no effect; nearly all actives have a fitted effect of over 65% in size
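Galactose-induced alpha-syn yeast (OD600=0.02, raffinose-pregrown) + pinned cpd, 24 hr, 30 deg C; growth by BacTiter-Glo luminescence. Growth restoration scores as activation.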
GLP-1R agonist: qHTS of GLP-1 Receptor Agonists; Glucagon-like peptide 1 receptor (Homo sapiens), P43220; HEK293 GLP-1R CRE-luciferase, luminescence, 4-6 h; cells express a hypersensitive GLP-1R form; Potency, µM (highest dose often 45.6 µM), inactives show at the top dose activation, most hits filed as activators; 380,000 tested, 0.007% active; AID 624172, 2012; also: potency is read from the fitted curve at half-maximal effect; % of control where 0% means no effect
* hit, by the source's call; i = inactive; ? = inconclusive; . = no result given; & = joins results of further samples; [ ] = dose if it differs, or a comment. Unless noted, calls follow the shape of the dose curve; as a rule, active = well fitted curve in the direction sought with a large enough effect; inconclusive = small, poorly fitted or top-dose-only effect, or another doubt; inactive = no such curve, though single readings can be large; an effect the other way counts as inactive or inconclusive. Not all compounds are listed; rates above refer to the full screens.

1: O=C(c1cnn2c(C(F)F)cc(-c3ccccc3)nc12)N1CCc2ccccc21
2: COc1cc(Cl)c(C)cc1NC(=O)CSCc1nc(-c2ccc(OC)c(OC)c2)no1
3: Oc1ccc(Cl)cc1CNCc1ccc(Cl)nc1
4: COc1ccc(CNC(=O)C(OC(=O)c2nsc(Cl)c2Cl)C(C)C)cc1 (stereo not drawn)
5: O=C(Nc1nnc(-c2ccccc2Cl)s1)C1CCN(S(=O)(=O)c2ccc(Cl)cc2)CC1
6: O=C(O)C1CCC2CCCC21 (stereo not drawn)
7: O=C(O)c1cc(Cl)n[nH]c1=O
8: O=C(Nc1nnc([C@@H]2C[C@H](O)[C@@H](CO)O2)s1)Nc1ccc(F)cc1F
entry no. | 1 | 2 | 3 | 4 | 5 | 6 | 7 | 8
KB-V1 cytotox | -7% | . | ? | ? | -19% | 6% | -6% | 22%
D3 antag | 2 | . | -65* | -10 | -12 | 0 | 8 | 0
TDP43 rescue | -13%[0.397 µM] | 0% | 12% | -9% | -2% | ? | 18% | -7%
PTHR1 agonist | i | -2% | i | -22% | -6% | -25% | -25% | -18%
D3 ag | -8 | 1 | -62 | -2 | 0 | 2 | 6 | -9
GLP1R cytotox | -8% | -4% | 11% | -5% | -7% | -13% | -1% | -1%
GLP1R inv ag | 2% | -6% | -13% | 2% | 11% | 20% | 26% | -21%
aSyn rescue | 1% | . | 0% | -5% | -10% | 0% | 0% | -9%
GLP-1R agonist | 6% | . | -7% | 2% | 8% | -5% | -8% | -2%

9: COC(=O)c1cc(NS(=O)(=O)c2ccc(N3CCOCC3)c(N)c2)cc(C(=O)OC)c1
10: Cc1ccc(-c2noc(C(C)NS(=O)(=O)c3ccc(C)cc3)n2)cc1 (stereo not drawn)
11: O=C1CCCCC1Nc1ccc(Cl)cc1 (stereo not drawn)
12: Cn1c(=O)c2c(nc(CN3CCC(C(N)=O)CC3)n2CCCc2ccccc2)n(C)c1=O
13: CCOC(=O)N1CCN(c2ccc([N+](=O)[O-])cc2F)CC1C (stereo not drawn)
14: CC1(C)OC(=O)C2(Cc3ccccc3N3CCCCC32)C(=O)O1 (stereo not drawn)
15: O=C(CN1C(=O)COc2ccccc21)NCCCN1CCCC1
16: CC1(C)C[C@H]2C3=CCC4[C@@]5(C)CC[C@H](O)[C@](C)(CO)C5CC[C@@]4(C)[C@]3(C)CC[C@@]2(C)[C@H](O)[C@@H]1O (stereo partly drawn)
entry no. | 9 | 10 | 11 | 12 | 13 | 14 | 15 | 16
KB-V1 cytotox | ? | 10% | ? | -14% | 23µM* | 5% | -3% | ?
D3 antag | 1 | . | 2 | 16 | -24 | 0 | 1 | 3
TDP43 rescue | -19% | 23%[9.22 µM] | ? | -20% | ? | 18% | 9% | 11%
PTHR1 agonist | -33%[inhibitor] | -31%[inhibitor] | -28% | i | i | i | -10% | i
D3 ag | -3 | 0 | -4 | -14 | -2 | -2 | 5 | 13
GLP1R cytotox | 10% | -7% | 9% | 3% | -3% | 5% | -1% | 2%
GLP1R inv ag | 27% | ? | 4% | 2% | -12% | 8% | -4% | 15%
aSyn rescue | 5% | . | -4% | 0% | -4% | 5%&-5% | -1% | 3%
GLP-1R agonist | -2% | . | -1% | -5% | 7% | 6% | -3% | 6%

Reprinted from the part before: 3 compounds, then new ones.
14: CC1(C)OC(=O)C2(Cc3ccccc3N3CCCCC32)C(=O)O1 (stereo not drawn)
15: O=C(CN1C(=O)COc2ccccc21)NCCCN1CCCC1
16: CC1(C)C[C@H]2C3=CCC4[C@@]5(C)CC[C@H](O)[C@](C)(CO)C5CC[C@@]4(C)[C@]3(C)CC[C@@]2(C)[C@H](O)[C@@H]1O (stereo partly drawn)
17: CC(C(=O)Nc1ccc(N2CCOCC2)cc1)N1C(=O)c2ccccc2C1=O (stereo not drawn)
18: CC(=O)Nc1ccc(-c2nc3ccccc3o2)cc1
19: O=C(NCc1cccs1)C1CCC(CNS(=O)(=O)c2ccccc2)CC1 (stereo not drawn)
20: CCCC(=O)Nc1nc(C)c(-c2csc(Nc3cc(OC)ccc3OC)n2)s1
21: O=C(Nc1cccc([N+](=O)[O-])c1)Nc1ccc(Cl)cn1
22: CCCc1nn(C)c(C(N)=O)c1[N+](=O)[O-]
23: O=C(Nc1ccc(OC(F)(F)F)cc1)C1CCCN(S(=O)(=O)c2cccnc2)C1 (stereo not drawn)
24: Cc1ccc(NC(=O)CSc2n[nH]c(C)c2[N+](=O)[O-])cc1
entry no. | 14 | 15 | 16 | 17 | 18 | 19 | 20 | 21 | 22 | 23 | 24
KB-V1 cytotox | 5% | -3% | ? | 0% | -6% | ? | -2% | 8% | 26% | -10% | -1%
D3 antag | 0 | 1 | 3 | 3 | 6 | 6 | 15 | 4 | -1 | 3 | -3
TDP43 rescue | 18% | 9% | 11% | 0% | ? | 14% | 23% | 24%[9.22 µM] | -18%[9.22 µM] | 6% | -13%
PTHR1 agonist | i | -10% | i | -3%[57.5 µM] | -26% | -33%[inhibitor] | ? | -8% | i | i | -12%
D3 ag | -2 | 5 | 13 | 1 | 1 | 2 | 1 | 5 | 6 | 1 | -14
GLP1R cytotox | 5% | -1% | 2% | 4% | -22% | 6% | 2% | -2%[7.66 µM] | -6% | -21% | -17%
GLP1R inv ag | 8% | -4% | 15% | 0% | -1% | -17% | 9% | 18%[7.66 µM] | 12% | ? | -17%
aSyn rescue | 5%&-5% | -1% | 3% | 12% | -7% | -1% | -4% | -2% | 0% | 14% | -3%
GLP-1R agonist | 6% | -3% | 6% | 2% | -1% | 7% | 6% | 3% | 11% | 5% | 0%

25: COc1cc(O)sc1C=Nc1ccc(Cl)cc1
26: COc1ccc(NC(=O)CN(c2ccc(F)cc2)S(=O)(=O)c2ccccc2)c(OC)c1
27: CCOc1ccccc1CNC(=O)Cc1ccc(NC(=O)N2CCCCc3ccccc32)cc1
28: COc1ccc(CNC(=O)Cn2ccc(N)nc2=O)cc1
29: CC1CCCN(C(=O)CSc2nnc(-c3c[nH]c4ccccc34)o2)C1 (stereo not drawn)
30: COc1cccc(/C=N/NC(=O)c2c(C)nc3ccc(Cl)cn23)c1OC
31: O=C(N/N=C/c1ccccn1)c1ccccc1
32: CCC(=C(c1ccc(OC)cc1)c1ccc(OC)cc1)c1cn(CC(O)CN(CCO)CCO)c2ccccc12 (stereo not drawn)
entry no. | 25 | 26 | 27 | 28 | 29 | 30 | 31 | 32
KB-V1 cytotox | -1% | 8% | -16% | 2% | -10% | 13% | -7% | -7%
D3 antag | -6 | -4 | . | 3 | -13 | -6 | 1 | -6
TDP43 rescue | ? | 11% | 21% | -6% | -9% | ? | 22% | 5%
PTHR1 agonist | -22% | i | i | -9% | ? | 0% | -35% | -25%
D3 ag | -2 | 2 | 1 | -4 | -10 | -1 | -1 | 3
GLP1R cytotox | ? | -6% | 3% | 3% | -9% | -6% | 19% | ?
GLP1R inv ag | 36%[activator] | ? | ? | 4% | 6% | 22% | -15% | ?
aSyn rescue | 0% | -2% | . | -1% | -6% | 6% | 8% | -14%
GLP-1R agonist | 19% | 5% | . | 9% | -1% | 9% | -11% | 0%

33: COc1ccc(/C=C/C(=O)NCCN=C2NS(=O)(=O)c3ccccc32)cc1
34: O=C(O)c1ccc(COc2ccc(CO)cc2Cl)cc1
35: Cc1nc(N)sc1C(=O)Nc1ccccc1
36: O=C(NCCn1cc(SCc2ccc(F)cc2)c2ccccc21)c1cccs1
37: CC(NC(=O)COC(=O)C1=NN(c2ccccc2)C(=O)CC1)c1ccccc1 (stereo not drawn)
38: O=C(/C=C/c1ccccc1)CC(O)(c1ccccc1)C(F)(F)C(F)F (stereo not drawn)
39: CCN(CC)CCCN(Cc1cc2cc3c(cc2[nH]c1=O)OCO3)C(=S)Nc1ccccc1OC
40: O=S(=O)(/N=C(/NNS(=O)(=O)c1ccccc1)c1ccccc1)c1ccccc1
41: CCC(C)OC(=O)C1=C(C)NC(=O)NC1c1ccc(F)cc1 (stereo not drawn)
42: CC(C)(C)SCCNC(=O)c1ccc(NS(C)(=O)=O)cc1
43: COc1cccc(-c2sc3ccc(OC)cc3c2-c2ccc(OCCN3CCCC3)cc2)c1
entry no. | 33 | 34 | 35 | 36 | 37 | 38 | 39 | 40 | 41 | 42 | 43
KB-V1 cytotox | -5% | -5% | ? | ? | 6% | ? | ? | -9% | ? | -17% | 0%
D3 antag | -2 | 4 | -22 | . | 8 | -25 | -15 | 4 | 16 | -8 | 38
TDP43 rescue | -6% | -10% | -16% | ? | 5% | ? | -23% | 0% | -5% | -12% | 18%
PTHR1 agonist | i | -27% | -57%[inhibitor] | -36%[inhibitor] | -5% | -28% | -10% | -15% | -8%[57.5 µM] | i | i
D3 ag | -8 | 0 | -9 | 8 | 4 | -20 | -8 | -18 | 4 | 2 | -38
GLP1R cytotox | 3% | 2% | 9% | -15% | -3% | 6% | 0% | 4% | -20% | -3% | 5%
GLP1R inv ag | -7% | 0% | 62%[activator] | ? | 0% | ? | ? | 6% | -17% | -2% | ?
aSyn rescue | -3% | -20% | -4% | . | -1% | -41%[inhibitor] | -5% | 0% | -1% | 0% | -48%[inhibitor]
GLP-1R agonist | 4% | -4% | 9% | -12% | -6% | -22% | 19% | -2% | 0% | 2% | 6%
